Screens (PubChem BioAssay)
Gal4-VP16 FLuc: counter-screen for ROR gamma inhibitors: Gal4-VP16 reporter | Drosophila S2 Gal4-VP16 UAS-luciferase, luminescence, 20 h | Potency, µM (titrated, usually from 53.6 µM), without a hit: at the highest dose activity, negative = inhibition, most hits filed as inhibitors | 3.5% of 310,000 active;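 note: Gal4-VP16 expression switched on by copper sulfate through the metallothionein promoter; potency is the fitted concentration of half-maximal effect; % is set by controls: 0 for no effect and ±100 for the full control effect; nearly all actives have a fitted effect of over 50% in size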
ELG1 repair inh: inhibitors of ELG1-dependent DNA repair in HEK293T cells; Potency, µM (doses to about 46.1 µM), for inactives: top-dose activity change, negative = inhibition, usual class: inhibitors; 2.3% of 330,000 active; AID 504467; HEK293T ELG1-luciferase reporter, luminescence, 16 h; DNA damage induced by 5-fluorouridine; note: potency is the fitted concentration of half-maximal effect; % is set by controls: 0 for no effect and ±100 for the full control effect; nearly all actives have a fitted effect of over 55% in size
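Step one: seed 2,000 cells per well. Step two: pin-transfer compound or DMSO alongside 5-fluorouridine. Step three: incubate 16 hr, 37 °C, 5% CO2. Step four: add ONE-Glo, wait 30 min, read luminescence.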
Menin MLL FP TR: displaces Texas Red mutant MLL peptide from human menin; O00255; Menin + Texas Red MLL mutant peptide, fluorescence polarization; Potency, µM (doses to about 61.6 µM), for inactives: at the highest dose FP activity change, negative = inhibition, most hits filed as inhibitors; 0.23% of 270,000 active; AID 1768; active = well fitted inhibition curve with a large enough effect in the polarisation, with a control signal flat, not every such curve was filed as active; inconclusive = small, poorly fitted or top-dose-only effect, or effect the other way, or a change in a side signal; inactive = no such curve, though single readings can be large or run the other way; the % refers to the polarisation; note: potency is the fitted concentration of half-maximal effect; % of control where 0% means no effect; many of its hits are not listed in these tables
Target sequence (O00255 whole entry, looked up): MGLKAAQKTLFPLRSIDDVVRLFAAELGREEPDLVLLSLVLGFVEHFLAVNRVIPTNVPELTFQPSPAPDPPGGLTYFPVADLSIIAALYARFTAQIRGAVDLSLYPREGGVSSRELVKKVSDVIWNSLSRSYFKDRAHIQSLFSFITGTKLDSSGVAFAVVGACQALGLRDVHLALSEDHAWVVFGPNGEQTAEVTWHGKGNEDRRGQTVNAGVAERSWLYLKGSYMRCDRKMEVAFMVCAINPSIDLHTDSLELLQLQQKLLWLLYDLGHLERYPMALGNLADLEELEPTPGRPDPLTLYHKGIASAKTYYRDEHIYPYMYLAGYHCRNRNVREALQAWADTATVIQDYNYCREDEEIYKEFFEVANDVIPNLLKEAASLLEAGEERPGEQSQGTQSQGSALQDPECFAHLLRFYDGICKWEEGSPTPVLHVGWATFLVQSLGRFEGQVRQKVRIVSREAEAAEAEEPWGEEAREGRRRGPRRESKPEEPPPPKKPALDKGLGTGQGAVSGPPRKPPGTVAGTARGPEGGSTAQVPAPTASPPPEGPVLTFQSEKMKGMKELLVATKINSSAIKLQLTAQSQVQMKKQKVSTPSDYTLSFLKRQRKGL
Rab9 promoter act: Rab9 promoter activation. Potency, µM (series often up to 9.22 µM), without a hit: at the top dose activation, negative = inhibition, actives largely listed as activators. Huh7 Rab9 promoter-luciferase reporter, luminescence, 24 h. 2.8% of 320,000 active; note: potency is the fitted concentration of half-maximal effect; % of control where 0% means no effect; nearly all actives have a fitted effect of over 60% in size
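Steps: seed 1500 Huh7 Rab9-luc cells per well, rest 2 h at 37 °C; add compound in DMSO; incubate 24 h; add luciferase reagent, 10 min ambient; read luminescence.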
PKM2 act: PKM2 (human) enzyme activation; P14618; purified PKM2, Kinase-Glo ATP luminescence, activation; response scale: 0% is enzyme alone, no compound; Potency, µM (highest dose often 57.5 µM), for inactives: at the highest dose activation, most hits filed as activators; 0.34% of 260,000 active; AID 1631; note: potency is the fitted concentration of half-maximal effect; % is set by controls: 0 for no effect and ±100 for the full control effect; nearly all actives have a fitted effect of over 55% in size
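hPK-M2, >95% pure; 0.1 mM ADP / 0.5 mM PEP final; imidazole pH7.2 buffer w/ 7 mM MgCl2, 50 mM KCl; 1 h RT; Kinase-Glo lum. Intermediate enzyme activity for dual inhibitor/activator qHTS.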
FLuc modulator: firefly luciferase modulation, counter-screen for miR-21 project; P08659; purified FLuc, Km substrates, luminescence inhibition; Potency, µM (titrated, usually from 57.5 µM), for the others: top-dose activity change, negative = inhibition, usual class: inhibitors; 6.9% of 360,000 active;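 note: potency is the fitted concentration of half-maximal effect; plate controls were vehicle for no effect and reference inhibitor for full effect; nearly all actives have a fitted effect of over 55% in size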
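Biochemical qHTS of compounds, final roughly 60 µM downward over six points, against 10 nM purified firefly luciferase using Km concentrations of substrates (10 uM D-luciferin, 10 uM ATP) in Tris acetate pH 7.5 buffer; luminescence output.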
NPC1 prom act: NPC1 promoter activation. 2.4% of 320,000 active. Huh7 NPC1 promoter luciferase reporter, 24 h. Potency, µM (doses to about 9.22 µM), for inactives: at the highest dose activation, usual class: activators. AID 485313;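 note: potency is the fitted concentration of half-maximal effect; % of control where 0% means no effect; nearly all actives have a fitted effect of over 60% in size; reporter is driven by a mutant NPC1 promoter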
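Readout is luciferase luminescence, reflecting NPC1 promoter activation in stably transfected Huh7 cells after 24 h compound exposure at 37 °C in reduced-serum medium with 10% FBS.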
Mito fusion act: blocks mitochondrial division or promotes mitochondrial fusion; S. cerevisiae fusion-defective mutant growth rescue, CellTiterGlo 48 h; Potency, µM (titrated, usually from 46.1 µM), inactives show at the top dose growth rescue (activation), most hits filed as activators; 0.23% of 320,000 active; AID 485298;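 note: potency is the fitted concentration of half-maximal effect; % of control where 0% means no effect; nearly all actives have a fitted effect of over 45% in size; temperature-sensitive fusion mutants such as fzo1-1 at 37 °C on non-fermentable ethanol glycerol medium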
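Growth-rescue viability read-out: after 48 h at the non-permissive 37C in glycerol/ethanol YPEG, yeast mitochondrial fusion mutants are measured by CellTiterGlo luminescence; compounds (23 nl pinned per well) restoring growth score as division inhibitors or fusion activators.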
KCNH2 3.1 inh: blocks the human KCNH2 3.1 channel isoform | activity change, % (tested at about 1.8 µM) | AID 720553 | U2OS KCNH2 3.1, thallium flux FluxOr; active compounds read low | 0.95% of 340,000 active;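 active = maximum activity change below -70%; inconclusive = maximum activity change from -70% to -50%; inactive = maximum activity change above -50%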;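 note: thallium influx rate constant from kinetic fluorescence after stimulation buffer; % is set by controls: 0 for no effect and ±100 for the full control effect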
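FluxOr-based Tl+ influx in U2OS cells transduced with KCNH2 3.1 virus; rate constants normalized to DMSO controls.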
MBNL1-CUG inh: MBNL1-poly(CUG) RNA binding inhibition; Q9NR56; TR-FRET MBNL1-His/biotin-(CUG)12 binding, 665/545 ratio; Potency, µM (series often up to 57.5 µM), without a hit: at the top dose activity change, negative = inhibition, hits mostly inhibitors; 0.036% of 280,000 active; AID 2675; active = well fitted inhibition curve with a large enough effect in the signal ratio, with a control signal flat, not every such curve was filed as active; inconclusive = small, poorly fitted or top-dose-only effect, or effect the other way, or a change in a side signal; inactive = no such curve, though single readings can be large or run the other way; the % refers to the signal ratio; note: potency is the fitted concentration of half-maximal effect; % is set by controls: 0 for no effect and ±100 for the full control effect
Target sequence (Q9NR56 whole entry, looked up): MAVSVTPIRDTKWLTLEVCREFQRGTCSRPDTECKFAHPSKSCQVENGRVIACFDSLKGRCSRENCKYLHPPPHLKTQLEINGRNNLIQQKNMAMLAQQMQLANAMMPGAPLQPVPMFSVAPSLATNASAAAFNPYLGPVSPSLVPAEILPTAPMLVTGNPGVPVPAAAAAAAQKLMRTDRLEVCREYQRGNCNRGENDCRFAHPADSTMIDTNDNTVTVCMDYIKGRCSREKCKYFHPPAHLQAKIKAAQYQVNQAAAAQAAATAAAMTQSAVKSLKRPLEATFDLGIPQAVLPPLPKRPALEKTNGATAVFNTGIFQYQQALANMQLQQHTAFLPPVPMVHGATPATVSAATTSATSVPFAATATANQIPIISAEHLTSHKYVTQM
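Ratiometric TR-FRET (665 over 545 nm, excitation 340 nm) tracks disruption of MBNL1-His/biotin-(CUG)12 complex after 60 min at room temperature, with compounds at 92 nM to 58 uM final.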
RORgamma inh: inhibitors of mouse ROR gamma transcriptional activity | P51450 | Drosophila S2 Gal4-RORgamma UAS-luciferase reporter, 20 h | Potency, µM (highest dose often 53.6 µM), for the others: at the highest dose activity change, negative = inhibition, most hits filed as inhibitors | 5.4% of 310,000 active; note: potency is the fitted concentration of half-maximal effect; % is set by controls: 0 for no effect and ±100 for the full control effect; nearly all actives have a fitted effect of over 60% in size
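Luminescence from a UAS-regulated Photinus luciferase reporter in stably transfected Drosophila Schneider cells is measured; decreased signal marks ROR gamma inhibition. Fusion expression is induced by 700 uM copper sulfate for 20 hr.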
An asterisk follows results filed as active; ? = inconclusive; . = not tested or not shown; [ ] = dose if it differs, or a comment. Unless noted, calls come from the whole dose curve; as a rule, active = well fitted curve in the direction sought with a large enough effect; inconclusive = small, poorly fitted or top-dose-only effect, or another doubt; inactive = no such curve, though single readings can be large; an effect the other way counts as inactive or inconclusive.

SMILES	Gal4-VP16 FLuc	ELG1 repair inh	Menin MLL FP TR	Rab9 promoter act	PKM2 act	FLuc modulator	NPC1 prom act	Mito fusion act	KCNH2 3.1 inh	MBNL1-CUG inh	RORgamma inh
O=C(O)c1ccc2nc(CO)[nH]c2c1	4.2%	?	-1.4%	0.2%	0.1%	?	1.2%	-1.2%	-9.5	10.7%	-18.9%
O=C(NCCSc1c[nH]c2ccccc12)c1ccco1	?	?	-1.0%	-0.1%	3.3%	-0.4%	2.1%	1.3%	-9.4	3.9%	24.6%
CCCC(=O)Nc1ncnc2c1ncn2[C@@H]1O[C@@H]2OP(=O)(O)OC[C@H]2[C@H]1OC(=O)CCC	.	4.9%	.	-3.7%	.	0.2%	1.2%	-0.6%	3.3	.	.
CCOc1cc(-c2nc(C)c(C(C)=O)n2O)ccc1OCC(=O)Nc1ccc(F)cc1	?	-24.1%	18.5%	-2.7%	-0.5%	-14.4%	-0.7%	0.4%	19.2	.	7.7%
O=C(c1cc2n(n1)C(C(F)(F)F)CC(c1ccco1)N2)N1CCc2ccccc2C1 (stereo not given)	-2.0%	?	12.1%	-6.5%	18.2%	1.7%	-3.9%	19.6%	-1.9	-0.1%	?
CC(=O)c1cccc(NC(=O)/C(=C\c2cccnc2)NC(=O)c2ccco2)c1	28.1%	3.0%	-3.4%	-5.8%	-6.7%	-2.6%	-2.0%	2.4%	1.7	5.3%	-9.4%
Cc1ccc(-c2nnc(CCC(=O)NCc3csc(C)n3)o2)s1	-2.2%	?	.	2.5%	3.6%	-3.1%	-2.0%	3.2%	-12.5	-2.9%	-16.2%
COC(=O)Cc1cc(=O)n2[nH]c(C(F)(F)F)nc2n1	-2.7%	11.4%	-29.5%	3.0%	19.6%	2.6%	1.0%	1.7%	-2.9	-10.1%	20.0%
CC1=CC(C)(C)[N+](C)(C)c2ccc(C)cc21	-6.5%	-7.8%	13.8%	-0.3%	14.0%	-2.3%	-3.5%	2.1%	-0.2	1.8%	4.7%
CCNC(=S)N1CCCC(C(N)=O)C1 (stereo not given)	-10.5%	7.3%	-14.6%	-2.8%	3.9%	-0.6%	-3.2%	-1.6%	-2.8	-4.6%	-17.3%
CCOC(=O)Nc1sc(C(=O)N(CC)CC)c(C)c1C(=O)OCC	1.6%	-0.5%	-18.1%	-7.3%	3.0%	5.9%	2.4%	6.6%	0.5	-4.1%	?
CCC(=O)OCC(=O)Nc1cc(S(=O)(=O)N(C)C)ccc1Cl	-5.3%	-3.2%	-14.6%	1.1%	1.2%	-1.7%	-2.3%	-1.7%	3.5	5.0%	23.4%
COc1ccc(CNC(=O)Cn2ncn3c(cc4ccccc43)c2=O)cc1	2.3%	0.4%	.	-2.9%	-6.7%	1.0%	1.6%	-0.9%	6.9	-8.9%	0.4%
CCCCCCC(=O)N(O)C1CC(=O)N(c2ccc(Cl)cc2)C1=O (stereo not given)	?	?	.	-3.1%	?	?	-1.6%	-5.6%	-18.4	-2.1%	?
Cn1c(=O)n(CCOc2ccccc2Cl)c2ccccc21	4.6%	?	1.3%	4.47µM*	-4.5%	23.9µM*	?	29.3%	-18.0	-5.5%	36.7%
Cc1ccc2c(c1)nnn2C1CCN(S(=O)(=O)c2cccc(S(=O)(=O)N(C)C)c2)CC1	-10.9%	20.6µM*	3.6%	-9.3%	-0.1%	-1.6%	1.9%	1.7%	-14.3	2.2%	26.2%
COc1cc(/C=N/Nc2ccc(Cl)cc2)ccc1OC(=O)c1cccs1	0.6%	?	18.5%	-5.4%	5.4%	-7.0%	2.3%	21.4%	11.3	-1.6%	6.9%
COCCN(C(=O)COc1ccccc1C#N)c1c(N)n(Cc2ccccc2)c(=O)[nH]c1=O	.	3.1%	.	-4.5%	.	0.9%	1.7%	-1.6%	13.0	.	.
Cc1cccc(C)c1NS(=O)(=O)c1cc2c3c(c1)CCN3C(=O)CC2	.	-1.9%	.	-10.7%	.	6.2%	1.4%	-2.9%	-2.8	.	.
O=C(Cc1ccccc1)N1CCN(c2ncccn2)CC1	11.4%	20.2%	-12.4%	2.4%	2.6%	-1.7%	0.3%	6.4%	-10.9	-4.1%	7.9%
COc1ccc(C2Nc3ccccc3C(=O)N2c2ccc(C)cc2)cc1Cn1nc(C)c([N+](=O)[O-])c1C (stereo not given)	-9.4%	?	4.6%	?	2.2%	-17.1%	?	3.7%	-17.9	-6.0%	5.1%
CCCN1CCC(NC(=O)CC2C(=O)NCCN2Cc2ccccc2C)CC1 (stereo not given)	11.0%	11.0%	-15.2%	0.4%	-2.3%	-1.3%	1.1%	-1.1%	-7.8	-8.5%	-38.3%
COc1ccc(OCCOC(=O)c2nc3nccc(C)n3n2)cc1	-1.6%	2.9%	-19.9%	-0.8%	0.0%	2.3%	-1.6%	-5.0%	-10.9	.	16.8%
Cc1ccc(-c2cc(C(=O)Nc3ccccc3C)c3ccccc3n2)o1	12.6µM*	?	5.8%	-3.4%	?	8.49µM*	-6.3%	6.1%	37.3	18.7%	?
COc1ccc(-c2ccc3c(N)c(C(=O)NC(C)C)sc3n2)cc1OC	-4.2%	-22.0%	.	11.6%	8.0%	16.9µM*	-0.4%	3.4%	1.0	?	-0.6%
New compounds follow:
SMILES	Gal4-VP16 FLuc	ELG1 repair inh	Menin MLL FP TR	Rab9 promoter act	PKM2 act	FLuc modulator	NPC1 prom act	Mito fusion act	KCNH2 3.1 inh	MBNL1-CUG inh	RORgamma inh
O=C(CN1CCOCC1)Nc1ccc(Cl)c(Cl)c1	-14.1%	1.5%	-1.5%	-1.0%	0.9%	-2.4%	4.3%	-1.1%	-3.5	-0.2%	18.6%
COC(=O)c1ccc2c(=O)[nH]c(CCl)nc2c1	-17.3%	-2.7%	8.8%	-1.0%	4.6%	-12.4%	-10.7%	-14.7%	4.5	-1.1%	12.6µM*
CNS(=O)(=O)c1ccc(NC(=O)C2CC(=O)N(c3ccc(Cl)cc3)C2)cc1 (stereo not given)	5.2%	-2.2%	31.2%[activator]	3.0%	.	1.5%	-2.1%	4.4%	-6.5	-6.6%	1.3%
COCCn1c(C)cc(/C=C(\C#N)C(=O)OCC(=O)N(C)c2c(N)n(Cc3ccccc3)c(=O)[nH]c2=O)c1C	.	?	.	-2.1%	.	?	0.5%	4.6%	5.9	.	.
CCCCc1cc(=O)oc2cc(OCC(=O)NCCN3CCOCC3)ccc12	-4.6%	4.8%	-16.0%	-2.3%	9.8%[0.46 µM]	4.1%	-7.5%	-6.1%	1.8	-4.5%	3.2%
CO/N=C(/CNC(=O)c1ccccc1Cl)c1ccc(Cl)cc1	-21.8%	26.2%	2.0%	-8.4%	3.2%	?	-5.1%	-1.8%	-12.8	-1.0%	?
CCOC(=O)/C(=N/Nc1ccc(OC)cc1)Sc1nnc(CCc2ccccc2)n1-c1ccccc1	?	?	-1.7%	-5.7%	5.3%	-5.7%	-1.5%	24.4%	-25.8	?	7.08µM*
COc1ccccc1CC(NC(C)=O)C(=O)N1CCN(C(=O)c2cccs2)CC1 (stereo not given)	0.6%	9.9%	-8.7%	0.1%	-7.8%	-1.2%	-1.0%	-0.6%	14.4	-4.8%	?
CCCCN(Cc1ccccc1)C(=O)C1CCN(Cc2sccc2C)CC1	-16.7%	?	-6.6%	-0.8%	5.5%	-2.1%	0.0%	-13.1%	.	1.2%[11.5 µM]	6.1%
CC(C)C(=O)Nc1cccc(-c2nc3ccccc3c(=O)o2)c1	-16.0%	-1.9%	37.8%[activator]	0.7%	-4.5%	?	-0.7%	0.5%	5.2	-7.8%	?

Some values from above.
Under KCNH2 3.1 inh, CCOc1cc(-c2nc(C)c(C(C)=O)n2O)ccc1OCC(=O)Nc1ccc(F)cc1 is listed with 19.2
Under Gal4-VP16 FLuc, O=C(O)c1ccc2nc(CO)[nH]c2c1 is listed with 4.2%

Not all compounds are listed; rates above refer to the full screens.
